# Source: PubChem BioAssay
# HEK293 cAMP ctrl: raises cAMP in parental HEK293 cells, TSHR agonist counter-screen | parental HEK293 CNG cAMP sensor, membrane potential fluorescence | Potency, µM (top dose mostly 57.1 µM), inactives show at the top dose activation, hits mostly activators | 73,000 tested, 2.5% active; note: potency is the fitted concentration of half-maximal effect; % of control where 0% means no effect; nearly all actives have a fitted effect of over 55% in size
#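 Parental HEK 293 cells stably expressing a cAMP-gated CNG channel were loaded with membrane potential dye containing 100 uM RO 20-1724 for 60 min. Compound added for 30 min; depolarization read as fluorescence intensity at 590 nm.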
# Casp7 inh: caspase-7 (human) inhibition, allosteric or competitive; Potency, µM (doses to about 57.5 µM), inactives show at the top dose activity change, negative = inhibition, usual class: inhibitors; 75,000 tested, 0.02% active; recombinant caspase-7, Ac-DEVD-AFC fluorescence rate; P55210; active = well fitted inhibition curve with a large enough effect in the main read-out, with a control signal flat, not every such curve was filed as active; inconclusive = small, poorly fitted or top-dose-only effect, or a change in a side signal; note: potency is the fitted concentration of half-maximal effect; % of control where 0% means no effect
# Caspase-1 inhib: allosteric or competitive inhibitors of human caspase-1. 75,000 tested, 0.03% active. Caspase-1 enzyme, Ac-WEHD-AFC fluorogenic rate. Potency, µM (doses to about 57.5 µM), for inactives: at the highest dose activity change, negative = inhibition, hits mostly inhibitors;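 note: potency is the fitted concentration of half-maximal effect; plate controls were vehicle for no effect and no substrate for full effect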
# Target sequence (P29466 120-297 limits assumed): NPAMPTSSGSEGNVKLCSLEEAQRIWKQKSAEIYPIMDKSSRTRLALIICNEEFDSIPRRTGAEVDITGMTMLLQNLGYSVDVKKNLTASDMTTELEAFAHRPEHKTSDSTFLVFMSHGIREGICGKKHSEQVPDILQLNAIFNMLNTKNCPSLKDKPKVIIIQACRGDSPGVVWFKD
# Target sequence (P29466 317-404 limits assumed): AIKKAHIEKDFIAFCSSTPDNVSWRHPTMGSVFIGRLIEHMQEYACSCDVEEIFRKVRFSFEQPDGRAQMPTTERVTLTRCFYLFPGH
# BRCT PPI green: inhibitors of human BRCA1 BRCT-phosphoprotein interaction (green fluorophore) | Potency, µM (series often up to 76.9 µM), without a hit: at the highest dose activity change, negative = inhibition, usual class: inhibitors | 75,000 tested, 0.05% active | BRCA1 BRCT-phosphopeptide binding, green fluorescence polarization;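 note: potency is the fitted concentration of half-maximal effect; plate controls were peptide without protein for full effect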
#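 Fluorescence polarization: His-tagged BRCT (~35 kDa BRCA1 C-terminus, 250 nM) bound to 100 nM fluorescein-labeled phosphorylated 10-aa BACH1 peptide, pH 7.3 phosphate buffer with DTT and Tween 20. Compounds incubated 12 min at room temperature; inhibition read as lowered polarization.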
# GFP derepression: epigenetic modulators derepressing GFP locus in mouse cells. mouse C127i GFP locus derepression, cytometry, 30 h. Potency, µM (doses to about 46.1 µM), for the others: at the top dose GFP derepression (activation). 68,000 tested, 0.09% active. AID 597; note: % of control where 0% means no effect
#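 Derepression screen: silenced CMV-GFP reporter in murine C127i cells, 30 h compound incubation at 37 C, washed cells imaged by laser-scanning cytometer to enumerate GFP-expressing objects of 20 to 120 um.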
# A350 autofl: A350 region autofluorescence. Compound autofluorescence, 340/450 nm, Alexa 350 dye-equivalents; hits give high values. max dye-equivalent concentration, M. 59,000 tested, 11% active; in the data active = max dye-equivalent concentration above about 10 nM; inconclusive = mostly about 1.1 nM to 9.6 nM
# USP2a inhib: blocks human ubiquitin-specific protease USP2a. 60,000 tested, 0.1% active. O75604. USP2a enzymatic assay, qHTS inhibition. Potency, µM (titrated, usually from 38.3 µM), for the others: at the top dose activity change, negative = inhibition, most hits filed as inhibitors;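 note: potency is the fitted concentration of half-maximal effect; nearly all actives have a fitted effect of over 60% in size; plate controls were DMSO for no effect and NEM full inhibition control for full effect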
# Target sequence (O75604 whole entry, looked up): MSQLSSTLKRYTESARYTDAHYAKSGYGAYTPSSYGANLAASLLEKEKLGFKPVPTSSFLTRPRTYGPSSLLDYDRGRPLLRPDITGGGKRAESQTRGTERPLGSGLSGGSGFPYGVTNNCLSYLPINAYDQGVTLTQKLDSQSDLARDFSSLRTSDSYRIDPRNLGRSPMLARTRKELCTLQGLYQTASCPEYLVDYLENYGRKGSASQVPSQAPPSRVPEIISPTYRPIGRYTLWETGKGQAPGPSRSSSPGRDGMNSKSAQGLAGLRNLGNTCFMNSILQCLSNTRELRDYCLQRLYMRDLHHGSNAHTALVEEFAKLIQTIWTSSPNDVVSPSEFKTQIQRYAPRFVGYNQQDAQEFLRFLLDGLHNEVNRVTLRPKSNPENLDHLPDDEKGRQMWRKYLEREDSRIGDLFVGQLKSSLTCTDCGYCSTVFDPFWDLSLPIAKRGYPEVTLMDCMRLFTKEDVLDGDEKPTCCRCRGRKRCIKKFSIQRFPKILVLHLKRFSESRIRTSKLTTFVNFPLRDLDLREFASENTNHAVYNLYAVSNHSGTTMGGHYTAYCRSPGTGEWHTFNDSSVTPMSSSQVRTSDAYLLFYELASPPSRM
#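 USP2 core (20 nM final) was preincubated with compound for 30 min at RT in 20 mM Tris-HCl pH 8.0, 2 mM CaCl2, 2 mM beta-mercaptoethanol; Ub-PLA2 (20 nM) plus NBD C6-HPC (20 uM) then added, fluorescence read after 2.5 h.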
# 4-MU autofl: 4-MU region autofluorescence; compound autofluorescence, 340/450 nm, 4-MU equivalents; hits give high values; 59,000 tested, 11% active; max dye-equivalent concentration, M; in the data active = max dye-equivalent concentration above about 10 nM; inconclusive = mostly about 1.1 nM to 9.6 nM
#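 Compounds in 100 mM Tris, pH 8.0, sat 15 min at room temperature before fluorescence was read at 340 nm excitation/450 nm emission; a per-plate six-point 4-MU standard curve converted signals to dye-equivalent concentration at each compound concentration.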
# Ub-GFP proteasome: proteasome inhibitors stabilizing ubiquitin-GFP reporter. Ubiquitin-GFP reporter cells, proteasome inhibition, GFP fluorescence; response scale: untreated = 0%, 10 µM MG-132 = 100%. Potency, µM (highest dose often 45.9 µM), without a hit: top-dose activation (GFP accumulation), actives largely listed as activators. 67,000 tested, under 10 active. AID 526; active = well fitted activation curve with a large enough effect, not every such curve was filed as active; inconclusive = small, poorly fitted or top-dose-only effect, or another doubt; inactive = no such curve, though single readings can be large or run the other way; note: potency is the fitted concentration of half-maximal effect
#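 Reporter cells (U2OS, ubiquitin-G76V-GFP fusion) are plated overnight, then treated 4 hr at 37 °C with compound titrations from 46 uM down to 2.9 nM. Activity is scaled against untreated cells and 10 uM MG-132.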
# BRCT inh red: inhibitors of human BRCA1 BRCT-phosphoprotein interaction (red fluorophore); Potency, µM (doses to about 76.9 µM), for the others: at the highest dose activity change, negative = inhibition, actives largely listed as inhibitors; 75,000 tested, 0.03% active; AID 892; BRCT-phosphopeptide binding, red fluorescence polarization; P38398; note: % is set by controls: 0 for no effect and ±100 for the full control effect
#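 Fluorescence polarization: 100 nM His-tagged BRCA1 BRCT with 100 nM TAMRA-labelled phospho-BACH1 decapeptide, phosphate buffer pH 7.3 with 150 mM NaCl, DTT, 0.01% Tween 20; 12 min RT. Binding inhibition seen as FP decrease.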
# Fluorescein fluor: compound fluoresces in the fluorescein spectral region | Compound autofluorescence, 480/540 nm, fluorescein-equivalent; hits give high values | max fluorescein-equivalent concentration, M | 59,000 tested, 0.91% active; in the data active = max fluorescein-equivalent concentration above about 10 nM; inconclusive = between about 1.1 nM and that limit
#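 Compounds were pin-transferred into 100 mM Tris buffer, pH 8.0, and incubated 15 min at room temperature. Fluorescence was read at 480 nm excitation/540 nm emission. Signals were normalized to an on-plate six-point fluorescein standard curve as dye-equivalent concentration.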
# Starred values were filed as active, the others as inactive; i = inactive; ? = inconclusive; / = not tested or not shown; & = joins results of further samples; [ ] = remark or other dose. Unless noted, calls come from the whole dose curve; as a rule, active = well fitted curve in the direction sought with a large enough effect; inconclusive = small, poorly fitted or top-dose-only effect, or another doubt; inactive = no such curve, though single readings can be large; an effect the other way counts as inactive or inconclusive. Some of the compounds tested (hit frequency here may not be typical).
# The line under a structure holds: HEK293 cAMP ctrl	Casp7 inh	Caspase-1 inhib	BRCT PPI green	GFP derepression	A350 autofl	USP2a inhib	4-MU autofl	Ub-GFP proteasome	BRCT inh red	Fluorescein fluor
> Cc1nc(C)c(-c2csc(NCc3ccco3)n2)s1
 : 23%	3%	-1%	-1.2%	0%	i	6%	i	-4%	-0.5%	i
> CCC(=O)Nc1cc(=O)[nH]c2ncnn12
 : 1%	0%	3%	-2.0%	3%	?	-4%	i	0%	-0.3%	i
> CCC1CCCCN1CCCNC(=O)CC1Oc2ccccc2NC1=O (stereo not drawn)
 : 4%	0%	-4%	0.4%	/	/	/	/	-3%	2.2%	/
> Cc1cc2cc(CN(CCCN3CCOCC3)C(=O)NC3CCCCC3)c(=O)[nH]c2cc1C
 : ?	4%	-3%	1.0%	-3%	?	/	?	-2%	-1.6%	i
> CN(c1nc2c(c(=O)n(C)c(=O)n2C)n1CC(=O)c1ccccc1)C1CCCCC1
 : 5%	-1%	-2%	-1.0%	6%	i	-3%	i	1%	0.8%	i
> CCN(CC)C(=O)C1CCCN(Cc2ccccc2F)C1 (stereo not drawn)
 : 10%[11.4 µM]	-2%	-2%	-1.9%	-2%	/	1%[7.66 µM]	/	-9%[9.17 µM]	0.5%	/
> COc1cccc(C2C(C(=O)c3sc(C)nc3C)=C(O)C(=O)N2CCN(C)C)c1OC (stereo not drawn)
 : 0%	0%	-1%	-1.7%	0%	?	-4%	i	2%	-0.9%	i
> COc1ccccc1-n1cc(C(=O)NCC(=O)N2CCN(c3ccccn3)CC2)c2ccccc2c1=O
 : -1%	2%	0%	-0.2%	2%	?	23%	?	5%	0.6%	i
> CCOC(=O)c1cnn2c(C)cc(-c3ccccc3)nc12
 : -5%	-1%	-3%	1.5%	-1%	8e-07M*	7%	4.9e-07M*	0%	-0.2%	i
> COC(=O)c1ccccc1NC(=O)Nc1cnccn1
 : 11%	-1%	4%	-6.8%	6%	?	18%	i	0%	-0.1%	i
> N=c1c[n+](N2CCOCC2)[n-]o1
 : -3%	-4%	1%	-1.0%	-4%[20.6 µM]	i	-3%	i	-13%	0.4%	?
> O=C(CSc1nc(-c2ccco2)cc(C(F)(F)F)n1)N1CCSCC1
 : -3%	0%	-1%	0.5%	-4%	i	18%	i	4%	-0.5%	?
> Cc1cc(C)n(S(=O)(=O)c2ccc(Cl)c(Cl)c2Cl)n1
 : 23%	-3%	-4%	-0.1%	0%	/	0%	/	-9%	-0.6%	/
> CCc1cccc(NC(=O)CN2C(=O)NC3(CCCCCCC3)C2=O)c1
 : 14%	0%	0%	0.3%	0%	i	6%	i	-3%	2.3%	?
> CCC(Sc1ccc2nnc(-c3ccc(OC)c(OC)c3)n2n1)C(=O)O (stereo not drawn)
 : 9%	1%	1%	6.2%	-2%	i	-5%	i	-10%	-2.0%	i
> Cc1ccc(S(=O)(=O)NC(=O)c2cc(C)n(CCCn3ccnc3)c2C)cc1
 : -1%	4%	0%	-0.2%	2%	?	-3%	i	3%	-0.1%	i
> Cc1ccc(/C(O)=C2\C(=O)C(=O)N(CCN(C)C)C2c2ccccc2F)cc1 (stereo not drawn)
 : 16%	0%	-1%	-0.5%	0%	/	-4%	/	8%	-0.1%	/
> O=C(CN1C(=O)C2CC=CCC2C1=O)Nc1nccs1 (stereo not drawn)
 : ?	-5%	0%	-0.7%	-1%	i	-2%	i	-3%	0.5%	i
> CC(=O)CN1Cc2ccccc2/C1=N\C(=O)Nc1ccccc1
 : 10%	-5%	-3%	-0.9%	0%	?	-2%	?	0%	-0.5%	i
> O=C(NC(C(=O)c1ccccc1)N1CCCCC1)c1ccccc1 (stereo not drawn)
 : ?	-2%	-3%	0.5%	/	/	/	/	/	-1.5%	/
> CCCCOC(=O)Nc1nc2ccc(OC)cc2s1
 : 11%[11.4 µM]	0%	-1%	-1.3%	-2%	/	3%[7.66 µM]	/	-9%[9.17 µM]	-0.3%	/
> CC(C)OC(=O)CN1CCN(S(=O)(=O)c2cc(Cl)ccc2Cl)CC1
 : -1%	-6%	0%	-0.4%	6%	i	-1%	i	1%	-0.8%	i
> O=C(NCc1ccccc1Cl)C1CCN(S(=O)(=O)N2CCC3(CC2)OCCO3)CC1
 : -4%	1%	2%	-0.3%	9%	i	12%	i	-12%	-1.6%	i
> CCN1CCN(C(=O)CCCCCn2c(=O)[nH]c3cc(C(=O)OC)ccc3c2=O)CC1
 : 2%	-1%	0%	-0.3%	-2%	3.4e-08M*	5%	3.6e-08M*	-3%	-2.5%	i
> CCOC(=O)/N=C(/NC(=O)Nc1ccc(C(=O)OCC)cc1)OC
 : 9%	-2%	-5%	-2.6%	4%	2.8e-08M*	6%	2.1e-08M*	0%	-1.2%	i
> COC(=O)c1ccc2c(c1)N(Cc1nc(-c3ccc(Cl)cc3)oc1C)C(=O)C1CCCN21 (stereo not drawn)
 : -1%	-6%	-2%	-3.2%	1%	?	36%[activator]	?	-14%	0.3%	?
> Cc1cc(C)n(-c2nc3ccccc3n3nnnc23)n1
 : 5%	-3%	1%	-0.2%	0%	i	-5%	i	-5%	1.7%	?
> CCCCCCn1c(N2CCN(c3cccc(Cl)c3)CC2)nc2c1c(=O)[nH]c(=O)n2C
 : ?	0%	0%	-1.5%	0%	i	4%	i	6%	-0.4%	i
> COc1ccc(N(CC(=O)Nc2cccc(C)c2)S(=O)(=O)c2c(C)n[nH]c2C)cc1
 : 5%	-2%	0%	3.5%	-4%	i	42%[activator]	i	-7%	0.6%	i
> CCOC(=O)C1CCN(S(=O)(=O)c2ccc(OCC)cc2)CC1
 : 21%	-1%	1%	-2.3%	-1%	i	7%	i	6%	1.0%	i
> CC(C)[C@@H]1[C@H]2CC[C@H](C2)[C@H]1N
 : -19%&-15%	-1%	2%	-2.1%	0%&-1%	i	/	i	7%&-2%	0.3%	?
> CCOC(=O)c1c(NC(=O)c2nn(CC)cc2Br)c(C#N)cn1-c1ccccc1
 : 24%	0%	-2%	5.6%	2%	i	22%	i	4%	0.8%	i
> Cc1c(C(=O)NCc2cccnc2)sc2nc(-c3ccc(F)cc3)cn12
 : 6%	-1%	-6%	1.6%	/	/	/	/	-4%	2.0%	/
> CCN(Cc1ccccc1)S(=O)(=O)c1nc2nc(C)c(C)c(C)n2n1
 : 11%	-1%	0%	-1.6%	-2%	i	16%	i	-1%	-0.1%	i
> Cc1ccc2c(c1)cc(CN(Cc1ccco1)C(=O)COc1ccccc1)c1nnnn12
 : ?	-1%	-4%	-2.8%	2%	i	134%[activator]	i	-2%	-0.7%	i
> COc1cccc(Cn2c(-c3nonc3N)nc3ccccc32)c1
 : 25µM*	2%	0%	4.3%	1%	i	5%	i	-14%	-1.6%	?
> CCOC(=O)CCc1c(C)c2ccc(OCC(=O)N(CC)CC)c(C)c2oc1=O
 : 2%	-3%	0%	1.8%	2%	1.3e-08M*	8%	1.4e-08M*	4%	-1.0%	i
> CCOC(=O)CSc1nc2c(cnn2-c2ccc(C)cc2)c(=O)[nH]1
 : 8%	0%	3%	0.4%	1%	i	-10%	i	1%	-1.9%	?
> COCCNC(=O)CN(c1cc(Cl)ccc1OC)S(C)(=O)=O
 : 12%	1%	-1%	-4.1%	0%	i	-1%	i	3%	-0.5%	?
> Cc1ccc(NC(=O)CN(C)S(=O)(=O)c2cnc[nH]2)cc1C
 : 2%	1%	1%	-1.1%	0%	?	-8%	?	-5%	-0.5%	i
> O=C1CSC(=NC(=O)c2ccccc2)N1
 : 1%	1%	0%	-2.2%	0%	/	-4%	/	17%	-1.3%	/
> COc1ccc(NC(=O)N(Cc2cc3cc(OC)ccc3[nH]c2=O)CC2CCCO2)cc1 (stereo not drawn)
 : 2%	-2%	-3%	-4.7%	0%	5.4e-08M*	7%	5.4e-08M*	7%	-0.7%	?
> CC(=O)NC(CC(=O)O)C(=O)O (stereo not drawn)
 : /	1%	1%	-2.2%	/	/	-11%	/	/	0.3%	/
> C[C@H](NC(=O)OC(C)(C)C)c1nnc(SCC(N)=O)o1
 : 5%	3%	-2%	-1.2%	0%	i	-1%	i	1%	0.2%	i
> CSc1nc(SCC(=O)NCc2ccco2)c2c3c(sc2n1)COC(C)(C)C3
 : -1%	0%	1%	-0.2%	2%	i	1%	i	-3%	1.1%	i
> CCOCC(=O)Nc1ccc(S(=O)(=O)Nc2ncccn2)cc1
 : -5%	-1%	0%	-1.7%	-2%	i	-7%	i	0%	-0.7%	i

# Of the compounds above, 2 have a COOH group:
# The line under a structure holds: HEK293 cAMP ctrl	Casp7 inh	Caspase-1 inhib	BRCT PPI green	GFP derepression	A350 autofl	USP2a inhib	4-MU autofl	Ub-GFP proteasome	BRCT inh red	Fluorescein fluor
> CCC(Sc1ccc2nnc(-c3ccc(OC)c(OC)c3)n2n1)C(=O)O (stereo not drawn)
 : 9%	1%	1%	6.2%	-2%	i	-5%	i	-10%	-2.0%	i
> CC(=O)NC(CC(=O)O)C(=O)O (stereo not drawn)
 : /	1%	1%	-2.2%	/	/	-11%	/	/	0.3%	/
